Source: PubChem (National Center for Advancing Translational Sciences (NCATS))
Pf growth 48h: Primary qHTS for delayed death inhibitors of the malarial parasite plastid, 48 hour incubation; P. falciparum luciferase growth in erythrocytes, 48 h; Potency, µM (titrated, usually from 28.7 µM), for inactives: top-dose activity change, negative = inhibition, most hits filed as inhibitors; actives 5.9% (n = 310,000); AID 504832, 2011; further: potency means the concentration at half of the fitted maximal effect; on the % scale 0 is the no-effect control and ±100 the full control effect
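Read-out is firefly luciferase luminescence from an integrated reporter in P. falciparum, so falling signal marks reduced parasite growth. Infected erythrocytes were at 2% hematocrit and 0.1% parasitemia (final) in Albumax-supplemented RPMI 1640.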
Pf growth 96h: Primary qHTS for delayed death inhibitors of the malarial parasite plastid, 96 hour incubation | actives 6.9% (n = 320,000) | Potency, µM (doses to about 28.7 µM), for the others: at the highest dose activity change, negative = inhibition, actives largely listed as inhibitors | P. falciparum luciferase reporter growth, 96 h; further: potency means the concentration at half of the fitted maximal effect; on the % scale 0 is the no-effect control and ±100 the full control effect
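96 h incubation, 37 C, 5% CO2, of luciferase-reporter P. falciparum-infected RBCs (2% hematocrit, 0.05% parasitemia final) with test compounds; endpoint luminescence.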
Shiga toxin inh: A qHTS for Small Molecule Inhibitors of Shiga Toxin; inhibition, % at 38.7 µM; actives 9.2% (n = 290,000); AID 2315, 2010; Vero cells, Shiga toxin protein synthesis inhibition reporter; in the data active means inhibition mostly above about 28%, no sharp cut-off; inactive means mostly below about 43%; further: 0% is about no effect
LmPK inh: qHTS Assay for Inhibitors of Leishmania Mexicana Pyruvate Kinase (LmPK); Q27686; purified LmPK, Kinase-Glo ATP luminescence, 1 h; Potency, µM (titrated, usually from 57.5 µM), inactives show at the highest dose activity change, negative = inhibition, actives largely listed as inhibitors; actives 0.37% (n = 290,000); AID 1721, 2009; further: potency means the concentration at half of the fitted maximal effect; on the % scale 0 is the no-effect control and ±100 the full control effect
Target sequence (Q27686 whole entry, looked up): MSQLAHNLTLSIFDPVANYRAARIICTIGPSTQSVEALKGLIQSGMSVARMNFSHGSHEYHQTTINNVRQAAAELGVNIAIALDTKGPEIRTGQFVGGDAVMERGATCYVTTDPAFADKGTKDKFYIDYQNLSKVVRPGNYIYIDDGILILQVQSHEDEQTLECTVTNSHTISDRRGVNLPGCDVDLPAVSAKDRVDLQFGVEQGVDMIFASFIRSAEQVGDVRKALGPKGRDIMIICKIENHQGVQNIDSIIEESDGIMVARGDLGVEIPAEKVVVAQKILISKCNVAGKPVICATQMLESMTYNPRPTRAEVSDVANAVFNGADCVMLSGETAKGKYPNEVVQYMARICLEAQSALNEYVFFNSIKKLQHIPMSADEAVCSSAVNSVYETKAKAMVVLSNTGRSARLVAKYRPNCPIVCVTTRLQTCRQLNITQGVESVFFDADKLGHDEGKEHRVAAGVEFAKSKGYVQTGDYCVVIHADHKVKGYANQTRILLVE
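Screened at intermediate enzyme activity to detect both inhibitors and activators: LmPK at 0.1 nM, with a 0.5 nM enzyme column as activation reference. PEP 0.5 mM, ADP 0.1 mM; ATP detected by luminescence after 1 h.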
CHX counter: Cycloheximide Counterscreen for Small Molecule Inhibitors of Shiga Toxin; cell reporter, cycloheximide protein synthesis inhibition counterscreen; AID 2314, 2010; max response, %; actives 12% (n = 300,000); in the data active means max response mostly above about 13%, no sharp cut-off; inactive means mostly below about 14%; further: read at 38.3 µM for the half of the compounds with a filed dose; 0% is about no effect
Tb PYK inh: qHTS of Trypanosoma Brucei Inhibitors; actives 0.12% (n = 410,000); pyruvate kinase (Trypanosoma brucei), Q57TT1; Potency, µM (series often up to 76.8 µM), inactives show at the top dose activity, negative = inhibition, actives largely listed as inhibitors; AID 624173, 2012; TbPYK enzyme, Kinase-Glo Plus ATP luminescence, 45 min; further: potency means the concentration at half of the fitted maximal effect; on the % scale 0 is the no-effect control and ±100 the full control effect; nearly all actives have a fitted effect of over 50% in size
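Luminescence from Kinase-Glo Plus, added after a 45-minute room-temperature reaction, served as the end-point read-out. The enzyme and substrate were preincubated with compound before ADP (130 uM final) initiated turnover. Concentration-effect curves came from normalized qHTS data.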
AmpC inh no detg: qHTS Inhibitors of AmpC Beta-Lactamase (assay without detergent) | Potency, µM (doses to about 57.1 µM), for inactives: top-dose activity change, negative = inhibition, actives largely listed as inhibitors | AmpC nitrocefin hydrolysis, absorbance 480 nm, 0.0001% Triton | actives 0.52% (n = 330,000);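 further: potency means the concentration at half of the fitted maximal effect; plate controls were no compound for no effect and no enzyme for full effect; nearly all actives have a fitted effect of over 20% in size; some results filed as inactive show a strong effect at the top dose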
Target sequence (P00811 whole entry, looked up): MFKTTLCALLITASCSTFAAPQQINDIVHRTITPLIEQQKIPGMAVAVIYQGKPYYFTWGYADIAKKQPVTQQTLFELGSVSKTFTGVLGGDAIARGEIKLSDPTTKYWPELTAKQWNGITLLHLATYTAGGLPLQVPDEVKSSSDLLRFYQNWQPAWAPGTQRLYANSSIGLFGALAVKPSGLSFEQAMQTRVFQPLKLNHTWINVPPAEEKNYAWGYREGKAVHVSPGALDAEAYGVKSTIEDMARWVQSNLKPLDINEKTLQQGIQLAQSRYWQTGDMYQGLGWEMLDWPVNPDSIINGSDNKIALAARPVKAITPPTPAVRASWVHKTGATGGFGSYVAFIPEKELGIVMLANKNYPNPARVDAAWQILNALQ
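20 mM phosphate pH 7.0 + 0.01% (detergent screen) or 0.0001% Triton X-100; 5.3 nM AmpC reagent; cpd preinc 15 min RT; nitrocefin (800 uM stock) to start; A480 q20 s × 4 min; Activity was normalised to no-enzyme and no-compound control wells.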
Numbers without * were called inactive; u = inconclusive; x = no result given; & = joins results of further samples; [ ] = another dose, or the depositor's remark. Unless noted, the call rests on the fitted dose curve; in most records, active means well fitted curve in the direction sought with a large enough effect; inconclusive means small, poorly fitted or top-dose-only effect, or another doubt; inactive means no such curve, though single readings can be large; an effect the other way counts as inactive or inconclusive.

SMILES	Pf growth 48h	Pf growth 96h	Shiga toxin inh	LmPK inh	CHX counter	Tb PYK inh	AmpC inh no detg
Oc1ccccc1Oc1c(F)c(F)nc(N2CCCC2)c1F	u	u	-3	-1%	-3	-4%	-23%
COc1ccc(S(=O)(=O)NCC(=O)NCc2cc(=O)n(C)c(=O)n2C)cc1C	u	u	-6	-9%	-2	1%	-4%
CC1CCCC(NC(=O)CSc2ccc(F)cc2)C1C (stereo not given)	12%	7%	8	-5%	5	1%	-39%
NNC(=O)CCCNc1ncc(C(F)(F)F)cc1Cl	-17%	-7%	22	-3%	12	-4%	0%
COc1cc(CN2CCNC(=O)C2CC(=O)NCCC2=CCCCC2)cc(OC)c1 (stereo not given)	u	u	-10	3%	1	-2%	76%[activator]
CC1CCCC(NC(=O)CSC2CCCCC2)C1C (stereo not given)	u	-19%	41	0%	9	-2%	-9%
O=C(Nc1ccccc1F)c1ccc(OCc2ccccc2)cc1	55%[activator]	13%	86*	-10%	49*	0%	-19%
C[n+]1c(-c2ccccc2)sc2ccccc21	u	-34%	-2	-1%	-3	-1%	-2%
COc1ccc(C(=O)NC2CCc3ccccc32)cc1OC1CCN(C(C)C)CC1 (stereo not given)	u	u	47*	-5%	14*	-8%	15%
CN1CCCN(C(=O)COc2ccccc2)CC1	11%	u	-16	1%	8	-8%	-15%
CC1=NNC(=O)C(CC(=O)Nc2ccc(Cl)c(Cl)c2)C1 (stereo not given)	27%	27%	-11	-3%	-3	-9%	-13%
CCOC(=O)CC(C)(C)/C(C)=N/Nc1ccc([N+](=O)[O-])cc1[N+](=O)[O-]	18%	26%	10	4%	7	3%	-19%
O=C(Nc1ccc(N2CCOCC2)cc1)c1ccncc1	57%[activator]	u	32*	-2%	14*	-2%	-14%
CCOc1ccc(S(=O)(=O)N(CC(=O)Nc2cccnc2)c2ccc(F)cc2)cc1	19%	5.9µM*	-12	6%	-4	-11%	8%
Fc1ccc(CNC(=S)NC2CCCC2)cc1	3%	4%	8	-2%	-5	2%	-5%

The closing 6 entries of the part above open the next one:
SMILES	Pf growth 48h	Pf growth 96h	Shiga toxin inh	LmPK inh	CHX counter	Tb PYK inh	AmpC inh no detg
CN1CCCN(C(=O)COc2ccccc2)CC1	11%	u	-16	1%	8	-8%	-15%
CC1=NNC(=O)C(CC(=O)Nc2ccc(Cl)c(Cl)c2)C1 (stereo not given)	27%	27%	-11	-3%	-3	-9%	-13%
CCOC(=O)CC(C)(C)/C(C)=N/Nc1ccc([N+](=O)[O-])cc1[N+](=O)[O-]	18%	26%	10	4%	7	3%	-19%
O=C(Nc1ccc(N2CCOCC2)cc1)c1ccncc1	57%[activator]	u	32*	-2%	14*	-2%	-14%
CCOc1ccc(S(=O)(=O)N(CC(=O)Nc2cccnc2)c2ccc(F)cc2)cc1	19%	5.9µM*	-12	6%	-4	-11%	8%
Fc1ccc(CNC(=S)NC2CCCC2)cc1	3%	4%	8	-2%	-5	2%	-5%
O=C(COc1ccc2ccccc2c1)Nc1ccc(Cc2ccncc2)cc1	u	-7%	-10	0%	13	1%	-41%
CCN(CC)CCNC(=S)Nc1ccc(Cl)cc1	5%	31%[activator]	-9	-2%	2	-17%	-19%
Cc1cc(C)cc(NC(=O)C(OC(=O)Cn2cnc3c2c(=O)n(C)c(=O)n3C)c2ccccc2)c1 (stereo not given)	10%	-3%	x	x	x	-3%	171%[activator]
Cc1sc2ncnc(SCC(=O)NCC(C)C)c2c1C	9%	x	21	4%	-6	-1%	-5%
CCOc1cccc2cc(C(=O)NCCC3=CCCCC3)c(=O)oc12	11%	2%	25	1%	13	-2%	73%[activator]
COC(=O)c1ccc(NC(=O)COC(=O)CSc2nc(C)cc(C)n2)cc1	6%	105%[activator]	-20	-2%	2	-13%	-5%
COc1ccccc1C1=Nc2cccc3cccc(c23)N1	u	u	-3	-7%	-2	-10%	-12%
Cc1ccc(C)c(SCC(=O)NCC(c2ccco2)N2CCCCC2)c1 (stereo not given)	u	u	x	x	x	1%	15%
O=C(O)c1cccc(NC(=O)c2ccc3c(c2)C(=O)N(C2CCCCC2)C3=O)c1	14%	33%[activator]	108*	1%	44*	-2%	-15%
COC(=O)[C@H]1[C@H]2C[C@@H]3c4[nH]c5ccccc5c4CCN3C[C@H]2C[C@@H](OC(=O)c2cc(OC)c(OC)c(OC)c2)[C@@H]1OC	0.38µM*	5%	x	x	x	2%&-7%	x
Cc1cccc2cc(CN(Cc3ccco3)C(=O)c3ccncc3)c(=O)[nH]c12	u	u	-8	-1%	-1	-3%	-6%
CC(=O)c1ccc(NC(=O)C2CCCO2)cc1 (stereo not given)	3%	-18%	x	1%	38*	5%	-15%
Cc1coc2cc3oc(=O)c(CC(=O)N4C[C@H]5C[C@@H](C4)c4cccc(=O)n4C5)c(C)c3cc12	0%	u	-2	1%	-2	-1%	84%[activator]
CCc1cc(OCCN(C)C)ccc1Cl	9%	u	-15	-1%	-3	10%	-9%
Cc1ccc(NC(=S)NC2CC3CCCC(C2)N3Cc2ccco2)cc1 (stereo not given)	u	1%	-17	3%	-1	-9%	28%
O=C(Cc1cccc2ccccc12)NN1C(=O)C2C(C1=O)C1C=CC2C12CC2 (stereo not given)	-5%	u	-8	2%	-2	8%	-17%
Cc1cc(OCn2ccc(C(=O)O)n2)ccc1Cl	40%[activator]	x	-14	3%	-3	1%	-7%
COc1cccc(CNC(=O)CN(c2cc(C)cc(C)c2)S(=O)(=O)c2c(C)noc2C)c1	x	u	-19	11%	-7	-1%	43%
Cc1ncc([N+](=O)[O-])n1CC(O)CCl (stereo not given)	3%	-17%	-6	1%	-2	1%	-19%
CCc1cccc(C)c1NC(=S)N(CCN(C)C)Cc1cccs1	29%	16%	-7	-7%	-6	-1%	-22%
Cc1ccc(S(=O)(=O)N2CCN(C(=O)C3CC(=O)N(c4ccc5c(c4)OCCO5)C3)CC2)cc1 (stereo not given)	-28%	u	x	x	x	-19%	76%[activator]
COc1cc(/C=N\NC(=O)c2ccc(-c3ccccc3)cc2)cc(OC)c1O	9.3µM*	11%	15	0%	15*	-8%	90%[activator]
CCCOc1ccc(CC(=O)NCC2(c3ccccc3)CCOCC2)cc1OC	-8%	68%[activator]	-13	-2%	-4	0%	55%[activator]
COC(=O)c1ccccc1NC(=O)CN1C(=O)c2ccccc2S1(=O)=O	32%	x	-9	11%	7	-16%	-10%
Cc1nnc(N2CCC(C(=O)N3CCCCC3)CC2)c2nn(-c3ccc(Cl)cc3)c(C)c12	u	-9%	2	7%	1	0%&-6%	160%[activator]
Cc1ccc(S(=O)(=O)N2CCOCC2)cc1C(=O)Nc1nc(-c2cccnc2)cs1	9.3µM*	-9%	-11	2%	1	2%	-11%
CC(C)(C)c1ccccc1OCCCCCNCCO	4.1µM*	-29%	-4	-2%	-1	3%	38%
CC(C)CC(C(=O)Nc1cccc(O)c1)N1C(=O)c2ccccc2C1=O (stereo not given)	14%	u	-6	5%	-1	-1%	-36%
CC(C)N=C(NC#N)SCc1ccc(F)cc1	u	-6%	10	3%	-1	3%	-10%
CCCn1c(SCC(=O)Nc2ccccc2C(=O)NC2CC2)n[nH]c1=O	-1%	-1%	x	x	x	-7%	-13%
Cc1ccc(S(=O)(=O)N2CCN(C(=O)COC(=O)c3ccc(O)cc3)CC2)c(C)c1	-43%	u	x	x	x	2%	-22%
CCOc1ccc(N2CC(C(=O)Nc3ccccc3OC)CC2=O)cc1 (stereo not given)	u	u	5	3%	-1	-9%	1%
CCCOC1CCCN(C(=O)c2cc(Cl)c(Cl)cc2C(=O)O)C1 (stereo not given)	12%	x	10	1%	-3	7%	-10%
Cc1ccc(C(=O)NCC(=O)Nc2ccc(F)c(F)c2F)cc1	0%	49%[activator]	-5	1%	-4	5%	-7%
COc1ccccc1OCCNC(=O)c1ccc(C)o1	32%[activator]	60%[activator]	x	x	x	7%	0%
CCOc1ccc(N=c2scc(-c3ccccc3)n2CCO)cc1	x	-22%	43	2%	29*	-17%	25%
CN(c1ccccc1)S(=O)(=O)c1cccc(NC(=O)Cn2cnc3c2c(=O)n(C)c(=O)n3C)c1	-1%	u	-5	3%	-1	-10%	25%
CCN(C(=O)CSc1nnc(-c2ccccc2Cl)n1C1CCCC1)C1CCS(=O)(=O)C1 (stereo not given)	-20%	12%	5	-3%	-6	-14%	91%[activator]
Cc1cccc(C)c1OCC(O)CNC(C)C (stereo not given)	x	u	-19	21%	1	-1%	-11%
Nc1nnnn1/N=C/c1ccc(Br)cc1	33%[activator]	67%[activator]	26	2%	10	-4%	-6%
CCNc1nc(NCC)nc(-n2nc(C)cc2C)n1	4.1µM*	2.1µM*	-9	3%	-4	3%	-16%
OCCN(Cc1ccccc1)CC1CCCCC1	7%	110%[activator]	19	-3%	-4	9%	x
O=C(COC(=O)COc1ccccc1[N+](=O)[O-])NC1CCCC1	-8%	13%	-4	-3%	1	-5%	-5%
CCOC(=O)C(/C(C)=N/NC(=O)C1CC1c1ccccc1)C(C)C (stereo not given)	-27%	51%[activator]	-5	1%	4	-6%	-11%
Cc1cc(C)cc(NC(=O)c2ccc(S(=O)(=O)C(F)F)cc2)c1	34%[activator]	34%[activator]	21	1%	8	0%	-17%
Cc1ccc(C)c(S(=O)(=O)N2CCC3(CC2)OCCN3S(=O)(=O)c2cccs2)c1	u	u	x	x	x	-1%	-13%
Cc1c(OCC(=O)NCCCN2CCOCC2)ccc2c(-c3ccccc3)cc(=O)oc12	-17%	-19%	-2	7%	-2	0%	124%[activator]
CSc1nc2nc(-c3ccccc3)cc(C(F)(F)F)n2n1	4.1µM*	1%	-20	-1%	13	-1%	0%
CCOC(=O)c1sc2nc3c(cc2c1N)C(=O)CC(C)(C)C3	94%[activator]	143%[activator]	25	-1%	6	0%	-28%
Cc1ccc(CC2C(=O)N(c3ccc(C)cc3)C(=O)C2C)cc1 (stereo not given)	35%[activator]	13%	80*	-3%	47*	-4%	-9%
CCOc1ccccc1/C=N/Nc1cc(C)nc2ccc(C)cc12	-7%	u	x	-1%	14	0%	28%
COc1ccc(NC(=O)CSc2nnnn2Cc2ccccc2)cc1	u	-18%	5	1%	1	-4%	-16%
C/C(=N\NC(=O)c1ccc(OC2CCCC2)cc1)c1ccc(C)s1	x	40%	-8	-3%	-6	1%	-27%
CC1CC(C)CN(C(=O)C(C)N2CCN(S(=O)(=O)c3cccs3)CC2)C1 (stereo not given)	u	-44%	x	x	x	-1%	29%
COc1ccc(COC(=O)N/N=C(\C)CC(=O)Nc2c(C)cc(C)cc2C)cc1	u	u	9	9%	-2	3%	20%
COc1cccc(NC(=O)CN(C)C(=O)COc2cc(C)ccc2Cl)c1	u	-11%	x	x	x	6%	1%
